DRD3 agonist: activates the human D3 dopamine receptor. P35462. D3R DiscoveRx beta-arrestin cells, luminescence, 90 min. max activation, %. hit rate 0.58% among 410,000. AID 652048; in the data active = max activation above about 30%; note: 0% is about no effect; mostly tested at two doses, the higher about 12 µM
Target sequence (P35462 whole entry, looked up): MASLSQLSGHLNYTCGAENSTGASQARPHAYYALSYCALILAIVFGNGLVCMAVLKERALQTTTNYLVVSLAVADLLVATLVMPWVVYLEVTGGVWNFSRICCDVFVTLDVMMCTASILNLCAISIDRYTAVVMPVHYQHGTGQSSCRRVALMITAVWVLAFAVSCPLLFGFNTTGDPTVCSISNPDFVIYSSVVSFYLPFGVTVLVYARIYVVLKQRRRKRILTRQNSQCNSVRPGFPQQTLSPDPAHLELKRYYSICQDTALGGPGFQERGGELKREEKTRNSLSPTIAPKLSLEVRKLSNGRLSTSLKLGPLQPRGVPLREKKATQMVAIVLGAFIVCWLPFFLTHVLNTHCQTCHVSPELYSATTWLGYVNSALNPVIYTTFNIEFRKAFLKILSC
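Cells at 1500/well, incubated overnight, then treated with pinned compounds (dopamine as control) for 90 min at 37 degrees C. DiscoveRx reagent added for 30 - 60 minutes at room temperature; luminescence read.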
pAkt inh: Akt phosphorylation inhibition. Neuro2A IGF-stimulated pAkt S473 HTRF, 20 min; stronger effect = lower value. activity change, % for hits at 50 µM. hit rate 0.32% among 360,000. AID 651550; in the data active = activity change below about -80%; inconclusive = mostly about -51% to -80%; note: % is set by controls: 0 for no effect and ±100 for the full control effect
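Single-point screen (50 µM final compound) in Neuro2A cells stimulated 20 min with 6 nM IGF at 37 deg C. After lysis, Ser473-phosphorylated Akt read by HTRF (ex 330 nm, em 615/665 nm) as the 665/615 ratio.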
EPAC2 ag: agonists of human EPAC2 (RAPGEF4); Q8WZA2; EPAC2 activation, biochemical qHTS; response scale: 100% = 6.5 mM cAMP response; Potency, µM (titrated, usually from 154 µM), inactives show top-dose activation, actives largely listed as activators; hit rate 0.079% among 360,000; AID 720711; note: potency is the fitted concentration of half-maximal effect; nearly all actives have a fitted effect of over 50% in size
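Setup: EPAC2 100 nM, labeled Rap1B complex 250 nM, free GDP 50 uM. Compound titrations pinned in, brief spin, 5 min room temperature incubation. Kinetic fluorescence read over 30 min, normalized to 6.5 mM cAMP.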
PTHR1 agonist: PTHR1 (human) receptor agonism; Q03431; HEK293 GP2 PTHR1 cells, GloSensor cAMP luminescence, 1 h; Potency, µM (top dose mostly 115 µM), inactives show at the top dose activation, most hits filed as activators; hit rate 0.075% among 410,000; note: potency is the fitted concentration of half-maximal effect; nearly all actives have a fitted effect of over 55% in size; some results filed as inactive show a strong effect at the top dose; inactives centre near -15; many of its hits are not listed in these tables
Target sequence (Q03431 whole entry, looked up): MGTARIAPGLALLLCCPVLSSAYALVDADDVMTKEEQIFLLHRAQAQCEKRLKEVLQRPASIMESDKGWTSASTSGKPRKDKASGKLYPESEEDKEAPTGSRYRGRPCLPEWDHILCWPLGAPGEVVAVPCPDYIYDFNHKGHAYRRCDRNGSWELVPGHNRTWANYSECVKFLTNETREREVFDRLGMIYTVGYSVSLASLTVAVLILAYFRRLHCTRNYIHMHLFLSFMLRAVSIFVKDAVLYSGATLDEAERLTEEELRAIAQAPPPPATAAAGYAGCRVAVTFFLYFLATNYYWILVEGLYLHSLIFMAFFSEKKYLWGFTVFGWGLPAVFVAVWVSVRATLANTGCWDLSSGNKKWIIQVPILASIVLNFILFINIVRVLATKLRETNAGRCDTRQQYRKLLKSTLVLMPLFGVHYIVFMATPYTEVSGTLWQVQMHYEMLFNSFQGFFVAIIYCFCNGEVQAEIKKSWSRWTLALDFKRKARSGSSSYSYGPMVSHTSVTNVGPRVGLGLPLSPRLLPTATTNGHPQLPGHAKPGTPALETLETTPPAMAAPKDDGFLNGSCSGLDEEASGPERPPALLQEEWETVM
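HEK-293-derived GP2 cells expressing PTHR1 and a GloSensor cAMP reporter, 3,000/well, plated overnight, given luciferin plus IBMX (each 0.5 mM as added) for 1 h at 37 °C, then compound for 1 h at 37 °C. Luminescence was read after 15 min at room temperature.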
DRD3 antagonist: D3 dopamine receptor (human) antagonism. max response, negative = inhibition, %. hit rate 2.5% among 360,000. D3R cells, DiscoveRx beta-arrestin luminescence, antagonist mode; stronger effect = lower value; in the data active = max response below about -50%; inconclusive = no clear call, values can overlap the other calls; note: % is set by controls: 0 for no effect and ±100 for the full control effect; mostly tested at two doses, the higher about 12 µM
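Cells plated overnight at 1500 cells/well, then exposed to library compounds with dopamine controls for 90 minutes at 37 degrees C. DiscoveRx reagent added for 30–60 minutes at room temperature; luminescence read, quantitative HTS format.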
EPAC2 antag: antagonists of human EPAC2; Q8WZA2; EPAC2 GEF exchange of Rap1B-BODIPY-GDP, fluorescence; Potency, µM (titrated, usually from 114 µM), for inactives: at the top dose activity, negative = inhibition, most hits filed as inhibitors; hit rate 0.18% among 360,000; AID 720708; note: potency is the fitted concentration of half-maximal effect; % is set by controls: 0 for no effect and ±100 for the full control effect; nearly all actives have a fitted effect of over 45% in size; many of its hits are not listed in these tables
Mm-Cpn inhibitor: blocks the Methanococcus maripaludis chaperonin Mm-Cpn; purified Mm-Cpn ATPase, ADP Transcreener TR-FRET; Potency, µM (titrated, usually from 76.9 µM), inactives show top-dose activity, negative = inhibition, most hits filed as inhibitors; hit rate 0.031% among 330,000; AID 504842; note: potency is the fitted concentration of half-maximal effect; % is set by controls: 0 for no effect and ±100 for the full control effect; nearly all actives have a fitted effect of over 80% in size
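Reaction buffer contained 30 mM Tris pH 7.4, 100 mM KCl, 5 mM MgCl2 and 1 mM DTT. Mm-CPN (25 nM final) hydrolysed 10 uM ATP over 30 min at 37°C; ADP was read by HTRF.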
CCT chaperon mod: modulators of cytosolic chaperonin (CCT/TRiC) activity; purified chaperonin ATPase assay, HTRF ADP detection, 30 min; hit rate 0.3% among 360,000; activity change, % (concentration not given with the values), hits read low; AID 651819; in the data active = activity change below about -30%; note: % is set by controls: 0 for no effect and ±100 for the full control effect
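TRiC at 40 or 20 nM final (batch-dependent) in 30 mM Tris pH 7.4, 100 mM KCl, 5 mM MgCl2, 1 mM DTT, with compound at single 76 uM and 10 uM ATP, 30 min at 37 deg C. ADP detected by HTRF Transcreener, 665/615 ratio.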
* hit, by the source's call; i = inactive; ? = inconclusive; / = no result given; & = joins results of further samples; [ ] = remark or other dose. Unless noted, calls come from the whole dose curve; as a rule, active = well fitted curve in the direction sought with a large enough effect; inconclusive = small, poorly fitted or top-dose-only effect, or another doubt; inactive = no such curve, though single readings can be large; an effect the other way counts as inactive or inconclusive. Some of the compounds tested, so the mix of outcomes need not match the whole.

structure	EPAC2 ag	PTHR1 agonist	pAkt inh	Mm-Cpn inhibitor	EPAC2 antag	DRD3 antagonist	CCT chaperon mod	DRD3 agonist
CC(=O)Nc1ccc(NC(=O)CSc2ccc(-c3ccc4c(c3)OCO4)nn2)cc1	1%	i	i	-5%	-4%	6	0.2	2
NC(=O)C1CC(=O)N(CCc2ccc(F)cc2)C1 (stereo not drawn)	7%	i	i	-1%	1%	71	-0.4	-3
O=C(C1CC1)N1CCC(Oc2cccc(C(=O)N3CCCCC3CCO)c2)CC1 (stereo not drawn)	6%	i	i	0%	0%	3	1.2	5
Cc1nc(-c2nnc(-c3ccccc3)o2)c(C(F)(F)F)o1	0%	i	i	-1%	-6%	-25	-0.8	-6
COc1ccc2c(C)cc(SCC(=O)NCCN3C(=O)CSC3=O)nc2c1	12%	i	i	-2%	10%	4	-3.8	3
Cc1ccc(S(=O)(=O)Nc2ccc(N=Nc3ccc(O)cc3)cc2)cc1	15%	-7%	i	3%	-13%	-26	0.4	-2
Cn1cnnc1SCC(=O)c1ccc2c(c1)NC(=O)CO2	3%	-20%	i	-2%	2%	3	-2.4	2
COc1cccc(NC(=O)CCNS(=O)(=O)c2cccc3nsnc23)c1	6%	i	i	-2%	3%	-8	-1.5	5
COCCNc1nc(-c2ccc(OC)cc2C)c2sc(-c3ccccc3)cc2n1	8%	i	i	/	?	3	-0.8	5
COC(=O)C(Cc1ccc(O)cc1)NC(=O)C(CC(=O)OC(C)(C)C)NC(=O)OC(C)(C)C (stereo not drawn)	-1%	i	i	-1%	-3%	11	3.0	2
CSCC[C@H](NC(=O)OC(C)(C)C)c1nnc(SCC(=O)Nc2ccc(C)cc2C)o1	-11%	-18%	i	1%	-3%	0	3.0	4
O=C(N/N=C\C=C\c1ccc2c(c1)OCO2)c1ccc(F)cc1	6%	i	i	-1%	1%	-4	0.5	-14
COc1ccccc1N(CC(O)COc1ccc(C)cc1)S(=O)(=O)c1ccccc1 (stereo not drawn)	1%	-54%[inhibitor]	i	-1%	-9%	10	-2.6	2
O=C(NCc1ccc2c(c1)OCO2)c1cccc(S(=O)(=O)N2CCCCC2)c1	3%	-28%	i	0%	1%	-22	0.4	5
Cc1ccccc1NC(=O)N1CCCC(c2nc(-c3ccc(F)cc3)no2)C1 (stereo not drawn)	5%	i	i	0%	-2%	10	0.9	8
CCCCn1c(N)c(N(CC(C)C)C(=O)CCNC(=O)c2ccccc2Cl)c(=O)[nH]c1=O	-1%	-19%	i	2%	2%	-1	-1.2	-17
O=C(Cc1ccc(Cl)c(Cl)c1)N1CCOCC1	8%	i	i	1%	2%	-8	-2.2	0
CC1(c2ccc(O)cc2)NC(=O)N(c2ccccc2)N1 (stereo not drawn)	8%	i	i	-5%	0%	1	-0.6	-5
Cc1cccc(OCc2nnc(SC(C)C(=O)Nc3ccc(N4CCOCC4)cc3)o2)c1 (stereo not drawn)	4%	28%	i	1%	-11%	2	3.1	6
CCCN(CCC)C(=O)CSc1ncccc1C(=O)O	9%	-3%	i	2%	-1%	33	0.1	0
Cc1onc(-c2ccccc2Cl)c1C(=O)N1CCN(C=O)CC1	3%	i	i	2%	7%	15	-0.5	5
O=C(Nc1ccc(Cl)c(S(=O)(=O)N2CCOCC2)c1)c1cc(-c2ccccn2)nc2ccccc12	11%	-11%	i	-11%	4%	103	2.1	-2
O=C(NC1CCCCC1)C1CCCN1S(=O)(=O)c1cccc2nsnc12 (stereo not drawn)	8%	i	i	-8%	0%	3	-8.4	3
O=C(NCc1ccc2c(c1)OCO2)C(=O)NCC1OCCCN1S(=O)(=O)c1cc(F)ccc1F (stereo not drawn)	4%	-23%	i	-2%	-3%	4	-2.6	5
CNc1cncc(-c2cc(C)c(O)c(C)c2)n1	4%	i	i	/	11%	-3	-0.8	76*
COc1ccc(OC)c(S(=O)(=O)NCCCn2ccnc2)c1	7%	-4%	i	1%	19%	-11	-4.6	1
Cc1ccc(-c2n[nH]c(=S)n2/N=C/c2cc3c(cc2[N+](=O)[O-])OCO3)cc1	5%	i	i	0%	0%	-30	-2.1	-24
Cc1oc(S(=O)(=O)N(C)C)cc1C(=O)Nc1ccc(F)cc1	4%	i	i	-7%	-5%	13	-0.9	5
S=c1[nH]nc(CN2CCCC2)n1Cc1ccccc1	10%	12%	i	1%	9%	-22	-2.1	-6
O=C(N/N=C/c1ccc(OC(=O)c2ccc(Br)cc2)cc1)c1ccncc1	11%	15%	i	2%	8%	-6	-5.3	-5
Cc1cc(C)n2nc(C(=O)OCC(=O)Nc3ccc4c(c3)OCCO4)nc2n1	7%	?	i	-21%	7%	-1	-0.1	-7
O=C1C=C(OCCF)CC(c2ccccc2C(F)(F)F)O1 (stereo not drawn)	-1%	i	i	/	-5%	21	/	1
CC(C)CNc1ncnc2c1ncn2[C@H]1CN(C2CCCC2)C[C@@H](CO)O1	8%	18%	i	/	3%	9	-1.7	-3
COc1cc(CN2CCCC(C(=O)c3ccc(SC)cc3)C2)cc(Cl)c1O (stereo not drawn)	3%	-34%[inhibitor]	i	2%	-3%	-8	-0.4	-21
NS(=O)(=O)c1ccc(N2N=C(c3ccccc3)CC2c2cccc(Cl)c2)cc1 (stereo not drawn)	10%	-63%[inhibitor]	i	-9%	7%	-15	-1.9	-15
COc1ccc(OC)c(-n2c(CNC3CCN(Cc4ccccc4)CC3)nc3ccccc3c2=O)c1	8%	-2%[57.5 µM]	i	-3%	1%	-6	-2.1	-18
COc1ccc(CN2CCCC(C(=O)c3cccc(OC(C)C)c3)C2)cc1Cn1cccn1 (stereo not drawn)	18%	-30%	i	-4%	5%	-4	2.6	-14
O=C(Nc1ccc(Cl)cc1)N[C@H]1CC[C@H](CCn2cc(-c3ccccc3F)nn2)O[C@@H]1CO	5%	-25%	i	/	-15%	58	/	22
COc1ccc2[nH]c(C(O)(Cc3cccnc3)Cc3cccnc3)cc2c1	2%	-21%	i	2%	2%	-6	0.8	-8
CCc1cccc(NS(=O)(=O)c2ccc(-n3cccn3)cc2)c1	-3%	-19%&-31%	i	2%	-4%	-7	1.5	2&-6
COc1cccc(/C=N/NC(=O)c2cccc([N+](=O)[O-])c2)c1OS(=O)(=O)c1ccc(C)cc1	6%	-19%[57.5 µM]	i	0%	-3%	?	-0.8	-2
CC(C)(C)c1cc(C(=O)NNC(=O)Nc2ccccc2)n(Cc2ccccc2)n1	-2%	-11%	i	0%	-1%	3	-0.7	8
CC(C)CCOc1ccc(CO[C@@H]2[C@H]3OC(C)(C)O[C@H]3O[C@@H]2C(O)CO)cc1 (stereo partly drawn)	1%	i	i	-1%	-19%	-3	-1.2	-6
CC1CCCCN1CCCNC(=O)c1cc(Br)c(Br)[nH]1 (stereo not drawn)	-3%	i	i	1%	0%	18	1.3	-12
CC(c1n[nH]c(=S)n1-c1ccc(F)cc1)N1CCCCC1 (stereo not drawn)	-2%	i	i	5%	5%	-18	-0.5	-13
CCN1C(=O)CSc2ccc(C(=O)OC)cc21	7%	-9%	i	0%	-4%	6	-0.8	2
CC(Sc1nnc(Cc2cccs2)n1C1CC1)C(=O)NC1CCS(=O)(=O)C1 (stereo not drawn)	-4%	-5%	i	2%	10%	-18	-3.4	-2
COc1ccc2ccccc2c1C1CC(=O)N2CN(C)CSC2=C1C#N (stereo not drawn)	7%	0%[57.5 µM]	i	0%	0%	-29	-5.1	2
CCOC(=O)CSc1nnnn1-c1cc(OC)ccc1OC	-9%	i	i	0%	-3%	6	-0.4	-8
O=C(NCCN1CCN(C(=O)c2ccc(Br)cc2)CC1)c1ccc(Br)cc1	1%	-23%	i	-1%	-3%	-98*	-1.0	-24
CN1CCN(CC(=O)N/N=C/c2ccc(F)c(F)c2)CC1	-3%	i	i	1%	2%	11	0.9	-4
Cn1c(CN2CCN(C(=O)c3ccccc3)CC2)nc2cc([N+](=O)[O-])ccc21	5%	-11%	i	0%	0%	7	-2.4	1
CC(C)=CCC[C@](C)(OC1OC(COC2OCC(O)C(O)C2O)C(O)C(O)C1O)C1CC[C@]2(C)C1C(O)CC1[C@@]3(C)CCC(O[C@@H]4O[C@H](CO)C(O)C(O)C4O[C@@H]4OC(CO)C(O)C(O)C4O)C(C)(C)C3CC[C@]12C (stereo partly drawn)	-10%	i	i	-1%	11%	1	-0.3	10
CCCCCN(C(=O)CCC(=O)OCc1ccccc1C(F)(F)F)c1c(N)n(CCCC)c(=O)[nH]c1=O	-12%	-16%	i	2%	15%	6	-1.1	6
CC(/C=N/NC(=O)c1sc(N)nc1C)=C\c1ccccc1	3%	i	i	1%	0%	7	-1.8	-1
CC(C)(C)OC(=O)N1CCC(c2cc(=O)n3[nH]cc(C(=O)Nc4ccc(F)c(Cl)c4)c3n2)CC1	6%	-15%	i	2%	4%	-2	-1.5	2
C/C=C\C=C\C(=O)N1CC2(CC(c3cccc(NC(=O)COc4ccc(Cl)cc4)c3)=NO2)C[C@H]1C(N)=O (stereo partly drawn)	-5%	-33%[inhibitor]	i	-1%	-7%	0	1.3	-18
OC1CCN(c2cc(-c3ccccc3)nc3cc(-c4ccc(F)cc4)nn23)CC1	11%	0%	i	0%	-13%	-1	-4.1	8
CCC(C)N(C(=O)CSc1nc2ccc(OC)cc2[nH]1)C1CCS(=O)(=O)C1 (stereo not drawn)	10%	-23%	i	1%	6%	0	-0.2	2

Quoted from the listing.
CC(c1n[nH]c(=S)n1-c1ccc(F)cc1)N1CCCCC1 (stereo not drawn) – EPAC2 ag = -2%
COc1cc(CN2CCCC(C(=O)c3ccc(SC)cc3)C2)cc(Cl)c1O (stereo not drawn) – CCT chaperon mod = -0.4

Assay outcomes deposited in PubChem BioAssay by National Center for Advancing Translational Sciences (NCATS).
